# TRHR enhancer – TRH receptor (human) allosteric enhancement | P34981 | TRHR cells, fluo-8 calcium fluorescence, EC20 TRH enhancement | enhancement, % at 2 µM | 360,000 compounds, 0.66% hits | AID 493056; in the data active means enhancement above about 30%; further: 0% is about no effect
#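 TRHR-expressing cells loaded with fluo-8 calcium dye were read kinetically (ex 480/em 530) during compound addition, then stimulated with an EC20 of TRH (10 nM final). Enhancement of the Gq-mediated intracellular calcium response was scored.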
# IDH1 R132H inh – inhibitors of human mutant IDH1 R132H | O75874 | IDH1-R132H enzyme, NADPH consumption, diaphorase/resazurin fluorescence | Potency, µM (doses to about 76.6 µM), inactives show at the highest dose activity change, negative = inhibition, most hits filed as inhibitors | 390,000 compounds, 0.093% hits; further: potency means the concentration at half of the fitted maximal effect; on the % scale 0 is the no-effect control and ±100 the full control effect; nearly all actives have a fitted effect of over 65% in size
#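 IDH1-R132H (0.5 ug/mL dispensed) in pH 7.5 Tris buffer was preincubated 30 min with compound, then given a substrate mix of 0.016 mM NADPH and 2 mM alpha-KG for 80 min at room temperature; remaining NADPH was read by diaphorase/resazurin fluorescence.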
# TrxR1 substrate – substrates of rat thioredoxin reductase 1; O89049; purified TrxR1 substrate turnover, NADPH consumption readout; Potency, µM (series often up to 114 µM), inactives show at the top dose activity change, negative = substrate turnover; 390,000 compounds, 0.01% hits; AID 588456; further: potency means the concentration at half of the fitted maximal effect; on the % scale 0 is the no-effect control and ±100 the full control effect; nearly all actives have a fitted effect of over 50% in size
# Target sequence (O89049 whole entry, looked up): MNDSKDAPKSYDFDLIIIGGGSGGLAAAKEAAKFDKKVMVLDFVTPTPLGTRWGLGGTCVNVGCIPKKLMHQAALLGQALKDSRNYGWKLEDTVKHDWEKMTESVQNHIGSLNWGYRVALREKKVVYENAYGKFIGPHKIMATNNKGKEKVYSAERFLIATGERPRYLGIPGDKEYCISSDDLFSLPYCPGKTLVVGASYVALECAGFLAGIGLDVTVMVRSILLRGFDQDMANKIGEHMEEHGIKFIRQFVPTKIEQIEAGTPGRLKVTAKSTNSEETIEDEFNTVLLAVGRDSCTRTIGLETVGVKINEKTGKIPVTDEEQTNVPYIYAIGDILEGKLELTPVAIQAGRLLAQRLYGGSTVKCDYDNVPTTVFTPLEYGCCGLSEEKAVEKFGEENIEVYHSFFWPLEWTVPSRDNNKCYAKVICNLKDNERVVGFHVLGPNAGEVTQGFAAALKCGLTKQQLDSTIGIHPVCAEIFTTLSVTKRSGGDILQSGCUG
#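 Rat TrxR1, dispensed at 90 nM, was prereduced with 400 uM NADPH (final) for 5 min at ~22 deg C, then incubated with compound 15 min before 400 uM selenite. A first-read NADPH fluorescence drop versus no-compound background flagged substrates.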
# D2 agonist – agonists of human D2 dopamine receptor; P14416; HEK293 T-REx D2 cells, calcium flux agonist mode; activation, % at 2 µM; 340,000 compounds, 0.53% hits; AID 485358;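 active means activation over 3 SD above normal in the single-dose calcium agonist read, cut at about 30% in these data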; further: 0% is about no effect
#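 Tetracycline-induced HEK293 Trex cells with D2 receptor force-coupled to calcium signaling, plated overnight at 30 C and loaded with no-wash calcium dye. Calcium flux read kinetically for 180 s after compound addition; responses flag agonists.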
# PI4K2A inh – PI4K2A (human) kinase inhibition; Q9BTU6; purified PI4K2A, ADP-Glo luminescence, 1 h; hits give low values; 420,000 compounds, 0.13% hits; activity change, negative = inhibition, % at 76.9 µM; in the data active means activity change below about -50%; inconclusive means mostly about -30% to -49%;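 further: -100% = wells without enzyme as full effect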
# Target sequence (Q9BTU6 whole entry, looked up): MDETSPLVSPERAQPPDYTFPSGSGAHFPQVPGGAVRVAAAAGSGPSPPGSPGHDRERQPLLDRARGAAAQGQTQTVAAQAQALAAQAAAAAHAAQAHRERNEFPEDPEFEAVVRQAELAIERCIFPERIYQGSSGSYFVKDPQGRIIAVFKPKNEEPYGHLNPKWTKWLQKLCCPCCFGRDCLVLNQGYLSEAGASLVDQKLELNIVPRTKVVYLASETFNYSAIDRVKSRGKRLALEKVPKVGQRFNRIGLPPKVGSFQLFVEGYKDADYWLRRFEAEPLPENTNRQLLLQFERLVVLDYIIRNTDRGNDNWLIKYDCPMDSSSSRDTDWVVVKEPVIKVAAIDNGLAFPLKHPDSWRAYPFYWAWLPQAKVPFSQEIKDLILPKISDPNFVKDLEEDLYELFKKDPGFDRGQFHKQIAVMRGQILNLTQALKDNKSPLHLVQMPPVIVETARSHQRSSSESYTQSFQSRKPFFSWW
#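 ADP-Glo luminescence measured ADP generated by PI4K2A enzyme (4 ug/mL before mixing) with 1.2 mM PI substrate (pre-mix) and 300 microM ATP (pre-mix). Tris pH7.5 buffer with MgCl2, Triton X-100; 1 h reaction at ambient temperature.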
# USP1 inh – USP1/UAF1 (human) deubiquitinase inhibition; recombinant USP1/UAF1, Ub-Rhodamine cleavage fluorescence; Potency, µM (doses to about 57.1 µM), inactives show at the highest dose activity change, negative = inhibition, usual class: inhibitors; 390,000 compounds, 0.23% hits; AID 743255; further: potency means the concentration at half of the fitted maximal effect; on the % scale 0 is the no-effect control and ±100 the full control effect; nearly all actives have a fitted effect of over 60% in size; inactives centre near -12
#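 USP1/UAF1 complex (1 nM) preincubated 15 min at room temperature with compound, then Ub-Rho substrate (150 nM final) added. Kinetic fluorescence at 480/540 nm over 6 reads at 60 s intervals; 50 mM HEPES pH 7.8, 0.5 mM EDTA, 0.1 mg/ml BSA, 1 mM TCEP, 0.01% Tween-20.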
# rTrxR1 inhibitor – blocks rat thioredoxin reductase 1; 390,000 compounds, 1% hits; O89049; AID 588453; Potency, µM (highest dose often 114 µM), without a hit: at the top dose activity change, negative = inhibition, usual class: inhibitors; recombinant rTrxR1, NADPH fluorescence consumption, selenite substrate; further: potency means the concentration at half of the fitted maximal effect; on the % scale 0 is the no-effect control and ±100 the full control effect; nearly all actives have a fitted effect of over 65% in size
#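 Rat TrxR1 (90 nM in the dispensed reagent) was pre-reduced with 400 uM NADPH for 5 min at room temperature, then incubated with compound for 15 min. After 400 uM selenite was added, NADPH fluorescence (Ex 340/Em 450 nm) was followed for 8 min.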
# TRHR ag – agonists of human TRH receptor. activation, % at 2 µM. TRHR cells, calcium flux fluo-8, FDSS agonist mode. 360,000 compounds, 0.18% hits; in the data active means activation above about 30%; further: 0% is about no effect
#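 TRHR-expressing cells, plated overnight in medium with 10% serum, were loaded with fluo-8 calcium dye at room temperature. After a 10 s baseline, library compound was pin-added and calcium release was recorded kinetically (ex 480/em 530) as agonist response.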
# D2 antag – antagonists of human D2 dopamine receptor. P14416. HEK293 TREx D2 cells, calcium flux, dopamine EC80. inhibition, % at 10 µM. 340,000 compounds, 2% hits; in the data active means inhibition above about 30%; further: 0% is about no effect
#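 Read-out: kinetic calcium fluorescence (1 cycle/s) in inducible HEK293 T-REx D2 cells after an EC80 dopamine addition that followed 180 s compound preincubation. Loss of the dopamine response indicates antagonism.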
# * = called active by the depositor; ? = inconclusive; · = no result given; & = joins results of further samples; [ ] = another dose, or the depositor's remark. Unless noted, the call rests on the fitted dose curve; in most records, active means well fitted inhibition curve with a large enough effect; inconclusive means small, poorly fitted or top-dose-only effect; inactive means no such curve, though single readings can be large or run the other way.
# The line under a structure holds: TRHR enhancer, IDH1 R132H inh, TrxR1 substrate, D2 agonist, PI4K2A inh, USP1 inh, rTrxR1 inhibitor, TRHR ag, D2 antag
> CCc1nn2c(=O)cc(COC(=O)c3ccccc3NC(=O)COc3ccc(F)cc3)nc2s1
→ 1, -11%, -2%[57.1 µM], -1.7, 9, -14%, 6%[57.1 µM], 0.2, ·
> CCOC(=O)c1ccccc1NC(=O)c1ccc2c(=O)n3c(nc2c1)CCCCC3
→ -7, 7%, 11%, -1.1, -5, -25%, 18%, -0.1, 7
> CCCCCn1c(=O)[nH]c2cc(C(=O)NCCCN3CCC(C)CC3)ccc2c1=O
→ -2, -2%, 6%, 0.9, 2, -8%, -9%, 1.0, 19
> CCOC(=O)c1c(-c2cccs2)csc1NC(C)=O
→ -1, 7%, -13%, -0.2, -3, 4%, -5%, -0.1, -9
> Cn1ncc(Cl)c1C(=O)NCC1CCCO1 (stereo not given)
→ -1, -18%, -5%, -1.6, 6, -8%, 3%, 0.7, -9
> CC1=NC(C)(C)Cc2cc(C)c(C)cc21
→ 10, 2%, 4%[57.1 µM], 1.2, -1, -15%, 15%[57.1 µM], 0.5, 1
> CCCCOc1c(Cl)cc(C(=O)N2CCN(CC(=O)N3CCCC3)CC2)cc1OCC
→ 2, 3%, -7%, 0.2, -4, -9%, -14%, -0.5, 23
> Cc1ccc(Nc2n[nH]c(C)c2[N+](=O)[O-])cc1C
→ -2, 0%, -7%, -0.1, 1, -19%, 0%, -0.2, -4
> CCN(CC)CCN1C(=O)C(=O)/C(=C(/O)c2c(C)[nH]c(C(=O)OC)c2C)C1c1ccc(OC)cc1 (stereo not given)
→ -4, -2%, -5%, 0.3, -7, 1%, -19%, 0.7, 8
> CCCS(=O)(=O)c1ncc(Cl)c(C(=O)N(Cc2ccccc2)Cc2ccco2)n1
→ -26, 4%, 12%[0.457 µM], 6.5, 4, ?, 1.8µM*, 1.4, ·
> Cn1c(-c2ccc(F)cc2)cc2onc(-c3c(F)cccc3Cl)c2c1=O
→ ·, 8%, -9%, ·, 5, ?, 10%, ·, ·
> COC(=O)C[C@H]1c2cc(F)ccc2S(=O)(=O)N1c1ccc(N(C)C)cc1
→ ·, -4%, 4%[57.1 µM], ·, 0, 18%, -2%&-4%, ·, ·
> O=C(C1CC(=O)N(c2ccc(F)cc2)C1)N1CCCCCC1 (stereo not given)
→ 5, 7%, 3%, -1.6, -2, -16%, 20%, -2.0, 5
> O=C(CSc1ccc(F)cc1)Nc1ccc(N2CCOCC2)c(Cl)c1
→ 0, -3%, -6%, -0.9, 4, 3%, 1%, 0.0, -16
> COc1ccc(-c2noc(-c3ccc(N4CCOCC4)c([N+](=O)[O-])c3)n2)cc1
→ -2, -3%, -5%, 1.8, 0, -3%, 6%, -0.1, ·
> Cc1ccc(-c2nc(=S)c3c(n2Cc2cccnc2)CC(C)(C)OC3)cc1
→ 3, 0%, 9%[57.1 µM], -0.1, 3, ?, 14%[11.4 µM], -0.4, 0
> COC(=O)COc1ccc2oc(=O)cc(-c3cc4ccccc4o3)c2c1
→ -10, -5%, -1%, -0.6, 4, -27%, 6%, 0.1, -7
> CCOc1ccc(C2=CC(c3cccc(Br)c3)n3c(nc4ccccc43)N2)cc1Cl (stereo not given)
→ 0, 3%, -9%[57.1 µM], 0.3, -1, -15%, -2%[57.1 µM], 2.0, ·
> CC1CC(=O)N(CC(=O)Nc2ccc(F)cc2)c2ccccc2S1(=O)=O (stereo not given)
→ -2, 1%, 1%, -0.5, 3, -24%, 6%, 0.7, -5
> COc1ccc(OC)c(Nc2nc(NCCC(C)C)nc(N)c2[N+](=O)[O-])c1
→ 12, -15%, 3%[57.1 µM], 4.4, 0, -13%, 12%[57.1 µM], -0.8, 4
> CC(CNC(=O)c1ccc2nc(CCc3ccccc3)oc2c1)c1ccccc1 (stereo not given)
→ 0, 7%, 1%[57.1 µM], 0.0, 1, -12%, 19%[57.1 µM], 1.6, ·
> CCN(CC)CC(O)c1cccn1-c1ccc(CNC(=O)NC(C)C)cc1 (stereo not given)
→ -3, -1%, 5%, 0.3, 0, -17%, 18%, 1.5, -13
> CCOc1ccc(-c2nnc3ccc(SCc4ccc(C(=O)OC)o4)nn23)cc1
→ 0, 4%, 5%, 0.4, 1, -19%, ?, -0.6, 5
> CSc1nccc(-c2sc(SC)c(C#N)c2-c2ccccc2)n1
→ -7, -7%, 35%[activator], -0.1, -1, -10%, 29%, 0.1, 12
> CCCc1c(C(=O)Nc2ccc(C(F)(F)F)cc2)cnn1-c1ccccc1
→ -3, 15%, -4%, 0.0, 5, -22%, 35%, 0.5, -1
> Cc1cccc(CN2CCN(CC(=O)Nc3c(C)cccc3C)S2(=O)=O)c1
→ 0, 6%, 5%, -0.3, -1, 5%, 24%, 36*, ·
> CCN(CC)C(=O)c1sc(NC(=O)c2ccc(OC)c([N+](=O)[O-])c2)c(C#N)c1C
→ 2, ·, ·, 0.1, ·, ·, ·, -0.1, -2
> COc1ccc(NS(=O)(=O)c2cccc(C(=O)NNC(=O)NCCCl)c2)cc1
→ 2, 9%, 10%, 0.0, -8, ?, 15%[57.1 µM], 0.0, 15
> Cn1c(Cc2ccccc2)nnc1SCCC(=O)Nc1ccccc1
→ 19, -7%, -7%, -0.2, 2, -3%, 13%[57.1 µM], 0.3, -9
> CCCc1[nH]nc2c1C1(CCN(C(=O)OCc3ccccc3)CC1)C(C#N)=C(N)O2
→ 7, -6%, -7%, 0.6, -1, -12%, 5%, 0.9, 8
> O=C(N/N=C/c1cc(Br)c(Br)o1)C(O)c1ccccc1 (stereo not given)
→ -6, 7%, 6%[57.1 µM], 0.8, 3, -3%, ?, 0.0, -5
> COc1ccc(NC(=O)C2CC3C=CC2C3)c([N+](=O)[O-])c1 (stereo not given)
→ ·, 3%, 13%[57.1 µM], ·, -2, -1%, 6%[11.4 µM], ·, ·
> CCOc1ccc(CC(=O)Nc2c(C(=O)c3ccccc3)oc3ccc(OC)cc23)cc1OCC
→ 6, 1%, 7%[11.4 µM], 0.7, -6, -28%, 8%, 0.9, ·
> CC(c1ccccc1)N1C(=O)c2ccc(C(=O)Nc3ccccc3C(=O)O)cc2C1=O (stereo not given)
→ 13, 9%, -4%, 0.0, -2, -25%, 11%, 0.9, 6
> Cc1cc(Cl)ccc1OCC(=O)NNC(=O)C1CCCO1 (stereo not given)
→ 2, -4%, 5%[57.1 µM], 0.1, 8, -6%, 13%[57.1 µM], 0.4, 2
> CCn1c(COc2c(C)cccc2C)nnc1SCC(=O)N1CCN(c2ccccc2)CC1
→ -6, 4%, 4%[2.29 µM], -0.8, -14, 3%, 6%, -0.6, -14
> CCc1cccc(NC(=O)CN(C)C2=NS(=O)(=O)c3ccccc32)c1
→ 3, -2%, 0%, -0.4, 3, -13%, 15%, 0.0, -10
> O=C(NC(=S)Nc1ccccc1)c1cc(-c2ccccc2)nc2ccccc12
→ -15, -7%, -8%[57.1 µM], 2.5, 4, -3%, -9%[57.1 µM], 1.7, -11
> COc1cc(OC)cc(C(=O)NC(C(=O)NCCc2ccccn2)C(C)C)c1 (stereo not given)
→ ·, -8%, 0%, ·, 0, 0%, 15%, ·, ·
> CCC1(CC)N([O-])C(C)=C(c2ccccc2)[N+]1=O
→ 7, -6%, -2%, 0.6, -14, -6%, -1%[57.1 µM], -0.2, -3
> COC(=O)c1ccc(NC(=O)CC2C(=O)N(c3cccc(OC)c3)C(=O)N2Cc2cccs2)cc1 (stereo not given)
→ -1, -11%, 3%, 0.8, -6, -11%, 13%, -0.1, ·
> COc1ccc(CSCCc2n[nH]c(=S)n2-c2ccccc2)cc1
→ -5, 3%, 11%[57.1 µM], 0.0, 4, -22%, -4%[57.1 µM], -1.0, 13
> O=C(N/C=N/OCc1ccc(Cl)cc1Cl)NOCc1c(Cl)cccc1Cl
→ -2, 2%, 4%[57.1 µM], 0.3, 8, -4%, 2%[57.1 µM], 0.7, 31*
> CCN(C(=O)CSc1nc2ccccc2c(=O)n1-c1ccccc1F)C1CCS(=O)(=O)C1 (stereo not given)
→ ·, -9%, -3%, ·, -5, 1%, 18%, ·, ·
> CC(C)CC(=O)N1CCN(C(=O)c2ccco2)CC1
→ 5, -1%, 3%[57.1 µM], 0.1, -1, -7%, 17%[57.1 µM], 0.6, -15
> O=C1CSC2(C(=O)N(Cc3cccc(F)c3)c3ccccc32)N1c1cccc(C(F)(F)F)c1 (stereo not given)
→ -2, -15%, -4%, 0.0, 1, -27%, 23%, 0.3, ·
